Assay outcomes (PubChem)
MITF inh = inhibitors of human MITF | actives 0.91% (n = 650,000) | AlphaScreen MITF homodimerization, bead proximity signal | inhibition, % at 2.6 µM; in the data active = inhibition above about 50%;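 also: 0% = vehicle wells with protein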
Target sequence (O75030 whole entry, looked up): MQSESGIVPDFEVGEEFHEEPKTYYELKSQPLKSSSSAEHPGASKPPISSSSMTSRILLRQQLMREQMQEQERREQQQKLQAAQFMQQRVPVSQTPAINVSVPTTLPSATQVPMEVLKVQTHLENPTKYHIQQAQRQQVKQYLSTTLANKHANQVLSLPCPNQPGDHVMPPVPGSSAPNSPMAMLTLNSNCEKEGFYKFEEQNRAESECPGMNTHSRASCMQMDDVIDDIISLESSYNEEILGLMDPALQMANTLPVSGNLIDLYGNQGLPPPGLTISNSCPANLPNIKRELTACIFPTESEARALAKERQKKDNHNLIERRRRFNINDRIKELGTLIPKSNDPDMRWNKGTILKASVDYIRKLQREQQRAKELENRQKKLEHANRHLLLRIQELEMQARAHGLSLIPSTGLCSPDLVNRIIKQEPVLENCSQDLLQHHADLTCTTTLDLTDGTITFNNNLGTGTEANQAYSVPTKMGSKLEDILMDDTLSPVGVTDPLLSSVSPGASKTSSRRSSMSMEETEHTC
FBW7 act = human FBW7 E3 ligase activation, primary screen | Q969H0 | AlphaScreen FBW7–phospho-cyclin E peptide binding, activator screen | normalized activity (activation), % at 26.1 µM | actives 0.13% (n = 650,000); in the data active = normalized activity above about 1.9%;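 also: purified mutant Fbw7 with reduced substrate affinity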
GPR151 activ = activators of human GPR151; Q8TDV0; activation, % at 11.2 µM; actives 1% (n = 650,000); PathHunter beta-arrestin GPR151 cells, luminescence; in the data active = activation above about 4.9%;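 also: 0% = median of compound wells and 100% = cells with positive control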
Target sequence (Q8TDV0 whole entry, looked up): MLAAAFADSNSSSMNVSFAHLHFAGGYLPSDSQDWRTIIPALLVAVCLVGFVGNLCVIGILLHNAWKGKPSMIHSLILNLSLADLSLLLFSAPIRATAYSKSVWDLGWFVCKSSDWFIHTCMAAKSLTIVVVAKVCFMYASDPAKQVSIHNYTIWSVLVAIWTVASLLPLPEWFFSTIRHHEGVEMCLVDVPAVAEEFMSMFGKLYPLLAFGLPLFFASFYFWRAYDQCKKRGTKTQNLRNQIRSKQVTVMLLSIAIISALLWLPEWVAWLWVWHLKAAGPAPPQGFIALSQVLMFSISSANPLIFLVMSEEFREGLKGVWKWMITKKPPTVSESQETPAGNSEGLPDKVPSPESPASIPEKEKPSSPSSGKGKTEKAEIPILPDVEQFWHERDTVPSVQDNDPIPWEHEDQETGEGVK
TEAD-YAP inh = TEAD-YAP interaction inhibition | AID 1259422 | HEK-TIYL cells, TEAD-Gal4/YAP UAS-luciferase luminescence | inhibition, % at 9.12 µM | actives 1.4% (n = 640,000); in the data active = inhibition above about 32%;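 also: 0% = median of test compound wells and 100% = reference inhibitor wells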
Active calls of the source: *; . = not tested or not shown; & = joins results of further samples.

item | SMILES | MITF inh | FBW7 act | GPR151 activ | TEAD-YAP inh
1 | CCN1CCCC1CNC(=O)c1nn(-c2cccc(OC)c2)c(=O)c2ccccc12 (stereo unspecified) | 4 | 0.0 | 0.8 | 9
2 | C=C1C[C@@H](O)[C@H](/C=C/[C@@H](O)C(C)(C)CCCC)[C@H]1C/C=C\CCCC(=O)O | -17&-11 | . | -0.1&0.4 | .
3 | Nc1ccc(C(=O)OCC(=O)N2CCCc3ccccc32)cc1[N+](=O)[O-] | 0 | 0.5 | -1.5 | -3
4 | COc1ccc(/C(C)=N/NC(=O)c2cccc([N+](=O)[O-])c2)c(OC)c1 | 8 | 0.0 | -1.2 | -7
5 | Cc1cc(C)n(-c2nnc(Cl)c3ccccc23)n1 | -5 | -0.1 | -1.0 | 0
6 | Cc1cccc(C(=O)Nc2sc3c(c2C(=O)N2CCCC2)CCC3)c1 | 2 | 0.1 | -1.2 | -8
7 | CCOc1ccc(C2Nc3ccccc3NC3=C2C(=O)CCC3)cc1 (stereo unspecified) | 14 | 0.0 | -0.5 | -7
8 | CC(C)Oc1ccc(C(CC(=O)O)NC(=O)c2ccccc2F)cc1 (stereo unspecified) | -5 | 0.0 | -1.4 | -10
9 | FC(F)(F)c1cccc(Cn2cc(-c3ccncc3)cn2)c1 | 10 | 0.2 | 2.1 | -1
10 | COC(=O)CSc1nc(-c2cccs2)nc2c1c(=O)n(C)c(=O)n2C | -5 | 0.0 | 0.0 | -3
11 | O=C(Nc1ccccc1)c1cc(Oc2ccc(F)cc2)nc2ccccc12 | -12 | -0.2 | 0.3 | -3
12 | c1ccc(-c2ccnc(Nc3ccc(-c4ncno4)cc3)n2)cc1 | 22 | 0.6 | -0.1 | -45
13 | Cc1cc2c(cc3c(=O)n(CC(=O)NC(C)c4ccccc4)ncn32)s1 (stereo unspecified) | -3 | 0.3 | 1.2 | 7
14 | COc1ccc(CN2CCN(Cc3ccc(OC)c(OC)c3)CC2)cc1 | 74* | 0.2 | -0.4 | 18
15 | O=C(NCCc1nc(-c2cccnc2)n[nH]1)Nc1ccccc1 | -11 | 0.1 | -1.1 | -11
16 | Cc1nc2sc3c(c2c2n[nH]c(=S)n12)CCCC3 | -2 | 0.5 | 1.2 | 8
17 | O=C(Nc1ccccc1-n1ccnc1)c1ncoc1-c1ccccc1C(F)(F)F | 8 | 0.1 | 0.8 | 6
18 | O=C(Cn1cnc2c(nnn2-c2cccc(F)c2)c1=O)N1CCCCC1 | 6 | 0.2 | -0.5 | 6
19 | O=C1CN(Cc2cccs2)C(=S)N1c1ccc(Oc2ccccc2)cc1 | 16 | 0.0 | -1.1 | 13
20 | O=C(OCc1cccc(Cl)c1Cl)c1ccco1 | 13 | 0.2 | -0.4 | 13
21 | COc1ccc(NC(=O)C2CC(=O)NC3=C2C(=O)CC(c2ccc(OC)cc2)C3)cc1 (stereo unspecified) | -7 | 0.0 | -0.7 | -2
22 | O=C(NCC1CCCCC1)C1CCN(C(=O)NCc2ccccc2)CC1 | -1 | -0.4 | 1.0 | -5
23 | CC1CCC(C(C)C)C(OC(=O)c2cccc(N3C(=O)C4C5CCC(C5)C4C3=O)c2)C1 (stereo unspecified) | 13 | -0.1 | 0.1 | 3
24 | CC(=O)N=c1sc2cc(S(C)(=O)=O)ccc2n1C | 2 | 0.1 | -0.4 | 6
25 | Cc1ccc(-c2nnc(NC(=O)c3ccc([N+](=O)[O-])c(Cl)c3)s2)cc1 | -2 | 0.0 | 0.7 | 9
26 | O=C(Nc1ccc(S(=O)(=O)N2CCCCC2)cc1)c1ccccc1Cl | 14 | 0.0 | 1.2 | 15
27 | CNC(=O)CSc1nc(SCC(=O)NC)c2c3c(sc2n1)CC(C)CC3 (stereo unspecified) | 9 | 0.1 | -1.4 | 2
28 | CC1=C(C(=O)Nc2ccc(F)c(F)c2)C(c2ccc(Cl)c([N+](=O)[O-])c2)NC(=O)N1 (stereo unspecified) | 1 | 0.0 | -0.5 | -9
29 | O=c1[nH]c(-c2ccc(S(=O)(=O)O)cc2)c(-c2ccc(S(=O)(=O)O)cc2)[nH]1 | 3 | -0.1 | -1.5 | 1
30 | O=C(CSc1nnnn1C1CCCCC1)NCc1ccccc1 | -8 | 0.2 | 0.7 | -3
31 | O=C(NCCCO)c1ccc(CSc2nc3ccccc3[nH]2)cc1 | -10 | -0.2 | 0.7 | -25
32 | CCc1noc(C)c1C(=O)Nc1sc(C(=O)N(C)C)c(C)c1C(=O)OC | 14 | 0.0 | 1.3 | -8
33 | CC1=C(C(=O)OC2CCCCCCC2)C(c2ccc(Br)cc2)NC(=O)N1 (stereo unspecified) | 4 | 0.4 | 0.9 | -1
34 | C=CCn1c(=O)/c(=C\c2cccs2)s/c1=C(/C#N)c1nnc2n1CCCCC2 | 2 | -0.6 | -1.1 | 8
35 | COc1cccc2sc(Nc3nnc(-c4ccco4)o3)nc12 | 5 | -0.8 | -4.3 | 24
36 | CCOC(=O)CNc1nc2ccccc2n2c(C)nnc12 | 0 | 0.5 | -0.2 | 10
37 | OCC1N=C(c2ccccn2)OC1c1ccccc1 (stereo unspecified) | 20 | 0.1 | -0.1 | -10
38 | O=C(NCc1ccccc1)N(Cc1cc2cc3c(cc2[nH]c1=O)OCCO3)CC1CCCO1 (stereo unspecified) | 16 | -0.1 | 0.9 | -4
39 | O=C(Cn1cnnn1)OCC(=O)c1ccc(Cl)s1 | -4 | -0.1 | 1.5 | 10
40 | CCOC(=O)c1c(NC(=O)c2cc3n(n2)C(C(F)(F)F)CC(c2ccccc2)N3)sc2c1CCC2 (stereo unspecified) | -32 | 1.1 | -2.1 | 8
41 | COc1ccc(NC(=O)c2c(Cl)ccc(Cl)c2OC)c(OC)c1 | -5 | 0.0 | 0.2 | 13
42 | Cc1cccc(NC(=O)c2sc3nc(C)nc(N4CCN(C)CC4)c3c2C)n1 | 3 | 0.0 | -0.1 | 6
43 | COc1cc(-c2nnc(SCC(=O)NC(C)(C)C)nc2-c2cc(OC)c(OC)c(OC)c2)cc(OC)c1OC | -5 | -0.1 | -0.7 | -7
44 | O=C(O)c1ccccc1C(=O)N(Cc1ccc2c(c1)CCO2)C1CC1 | 0 | 0.0 | -0.2 | -1
45 | C=C/C(OC)=C(\C=C(/C)Cl)N(C(=O)NCc1ccccc1)C1=NCCCS1 | 2 | -0.2 | -0.1 | -7
46 | CCOc1ccc(NC(=O)c2cc(S(=O)(=O)N3CCN(c4cccc(Cl)c4)CC3)ccc2F)cc1 | 11 | -0.1 | 0.1 | 15
47 | O=C(CCn1c(=O)[nH]c2ccccc2c1=O)N1CCN(c2ccccn2)CC1 | 9 | 0.0 | 0.0 | 4
48 | COc1ccc(CN2CCc3c(nc(N4CCC(C)CC4)[nH]c3=O)C2)cc1Cn1cccn1 | -4 | -0.1 | -0.1 | -2
49 | Cn1c(SCC(=O)NC2CCCCC2)nnc1-c1cc(Br)ccc1O | -1 | 0.0 | 0.6 | -2
50 | COc1cc(Nc2nc(-c3cccc(C(C)=O)c3)nc3c2ncn3-c2ccccc2)cc(OC)c1OC | 12 | 0.2 | 2.9 | 8
51 | CSc1ccc(/C=C2\N=C(c3cc(C)ccc3[N+](=O)[O-])OC2=O)cc1 | 4 | -0.1 | 0.3 | 14
52 | CCCCNc1nc2c(c(=O)n(C)c(=O)n2C)n1Cc1ccccc1C | -6 | 0.0 | -0.6 | 3
53 | O=C(c1cc(Sc2ccccc2Cl)nc2ccccc12)N1CCOCC1 | -1 | -0.1 | 0.9 | -10
54 | COCCNC(=O)c1c(N)n(CCc2ccc(OC)c(OC)c2)c2nc3ccccc3nc12 | 8 | 0.6 | 10* | 10
55 | COCCCNC(=O)c1ccc2c(c1N)C(=O)c1ccccc1C2=O | -1 | -0.2 | -0.4 | -48
56 | COc1cc(/C=C2\N=C(c3ccccc3)N(c3ccccc3)C2=O)cc(OC)c1OC | -10 | 0.0 | 0.6 | -9
57 | CSc1ccc(S(=O)(=O)Nc2ccc3c(c2)OCO3)cc1 | 23 | 1.5 | -1.2 | 1
58 | Cn1c(C(=O)Nc2ccc(S(N)(=O)=O)cc2)cc2c(=O)n3ccccc3nc21 | 20 | -0.3 | 1.6 | 1
59 | CC(C)CNc1nc(Oc2ccc(=O)[nH]n2)nc(N(C)C)n1 | -12 | -0.1 | -0.8 | -2
60 | CN1C2=NC(=O)/C(=C/c3ccccc3[N+](=O)[O-])N2c2ccccc21 | 20 | 0.8 | -1.2 | -1

More results:
item | SMILES | MITF inh | FBW7 act | GPR151 activ | TEAD-YAP inh
61 | CC(NS(=O)(=O)/C=C/c1ccccc1)C(=O)Nc1ccc(OCc2ccccc2)cc1 (stereo unspecified) | -1 | -0.1 | 0.0 | -11
62 | COc1ccc(C(=O)NCC(=O)N2CCN(C(=O)c3ccco3)CC2)cc1[N+](=O)[O-] | 2 | 0.7 | -1.5 | 1
63 | COc1ccc(/C=C/C(=O)Nc2cccnc2)cc1 | 5 | 0.0 | -9.8 | 1
64 | O=C(O)c1ccc(-n2cccc2/C=C/[N+](=O)[O-])cc1 | 46 | -1.3 | -0.5 | -2
65 | CCN(CC)C(=O)C1CCCN(c2ncc(C(N)=O)s2)C1 (stereo unspecified) | -3 | 0.1 | -2.3 | 4
66 | COc1ccc(-c2nnc(C3CCN(S(=O)(=O)c4ccc(F)c(C)c4)CC3)o2)cc1 | -2 | 0.0 | -0.8 | -4
67 | COc1ccc(C2C(C(=O)/C=C/c3ccccc3)=C(O)C(=O)N2CCCCCC(=O)O)cc1 (stereo unspecified) | 3 | -0.1 | -0.6 | 1
68 | C/C(=N\N=C\c1ccc(N(C)C)cc1)c1cccc([N+](=O)[O-])c1 | 16 | 0.1 | -1.3 | -9
69 | CC(NC(=O)c1coc2nc3ccccc3nc12)c1ccccc1 (stereo unspecified) | 13 | 0.0 | -7.2 | -3
70 | O=C(Nc1nc(-c2cccnc2)cs1)c1ccccc1Cl | 7 | 0.1 | -1.3 | -6
71 | C/C(CC(=O)NCc1ccc(Cl)cc1)=N\NC(=O)C(=O)Nc1ccc(C)c(Cl)c1 | -15 | 0.0 | 0.2 | 2
72 | N#CCN1C(=O)c2ccccc2S1(=O)=O | -9 | -0.1 | -0.5 | 6
73 | COC(=O)c1ccc(CN2CCN(CCN3C(=O)c4cccc5cccc(c45)C3=O)CC2)cc1 | -11 | -0.1 | -0.1 | -7
74 | O=C(NCc1ccccc1Br)C1CCCO1 (stereo unspecified) | -5 | -0.1 | -1.4 | -10
75 | COc1ccc(C2=N/C(=C\c3ccc(OC(C)=O)c(OC(C)=O)c3)C(=O)O2)cc1 | 10 | 0.1 | -1.3 | -6
76 | COc1ccccc1NC(=O)C1(c2ccc(OC)c(OC)c2)CCOCC1 | 1 | 0.0 | 1.9 | 0
77 | COC(=O)C(CC(C)C)NC(=O)c1cc([N+](=O)[O-])cc([N+](=O)[O-])c1 (stereo unspecified) | -2 | -0.1 | -0.6 | -2
78 | O=C1C(=O)N(Cc2ccc(F)cc2Cl)c2ccccc21 | 10 | -0.1 | 1.2 | 3
79 | O=C(Cn1c(=O)oc2ccccc21)N1CCN(c2ccccc2F)CC1 | 15 | 0.1 | -0.8 | 3
80 | COCCNC(=O)c1ccc(-c2ccccc2)nc1N(C)C | 9 | -0.2 | 0.6 | -30
81 | CC(OC(=O)c1ccco1)C(=O)NC1CCCC1 (stereo unspecified) | 7 | 0.0 | 0.9 | 8
82 | CC(=O)c1c(C)[nH]c(C(=O)OCC(=O)Nc2ccc(F)c(F)c2)c1C | 11 | 0.4 | 0.7 | 15
83 | O=C(/C=C/c1c(F)cccc1Cl)NC1CCCC1 | 10 | 0.2 | 0.4 | -39
84 | COc1ccc(/C=C/c2nc(-c3cccnc3)no2)cc1OC | -2 | 0.2 | 8.7* | -66
85 | C=CCN(C(=O)c1csnn1)C(C(=O)NC1CCCCC1)c1cccnc1 (stereo unspecified) | 12 | -0.1 | 0.8 | 3
86 | CC(=O)C1=C(C)NC(c2ccccc2[N+](=O)[O-])NC1c1ccccc1[N+](=O)[O-] (stereo unspecified) | -7 | -0.5 | 1.2 | -15
87 | Cc1sc(NC(=O)CSc2nnc(-c3ccc(F)cc3)o2)c(C#N)c1C | -1 | -0.2 | -1.1 | -34
88 | O=C(Nc1cccc(-c2nc3ccccc3[nH]2)c1)c1cccc(Cl)c1 | 11 | 0.7 | -0.6 | -26
89 | COc1ccc(NC(=O)CSc2ncccc2C(=O)NCc2cccs2)c(OC)c1 | 19 | 0.2 | 0.3 | -5
90 | CC(=O)c1ccc(N=Nc2ccc(N3CCOCC3)cc2)cc1 | 4 | -0.2 | -0.2 | -12
91 | CCCc1oc2ccc(NS(=O)(=O)c3ccc(F)cc3)cc2c1C(=O)OCC | -4 | -0.1 | 0.8 | 9
92 | CCOc1ccccc1NC(=O)C(=O)N/N=C/c1cccc(OC)c1 | -7 | -0.1 | 0.2 | 3
